Mito fusion yeast: mitochondrial division inhibition or fusion activation. AID 485298. 320,000 tested, 0.23% active. Potency, µM (top dose mostly 46.1 µM), for the others: at the top dose growth rescue (activation), most hits filed as activators. S. cerevisiae fusion-defective mutant growth rescue, CellTiterGlo 48 h;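 further: potency means the concentration at half of the fitted maximal effect; % of control where 0% means no effect; nearly all actives have a fitted effect of over 45% in size; temperature-sensitive fusion mutants such as fzo1-1 at 37 °C on non-fermentable ethanol glycerol medium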
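Read-out: ATP-based luminescence (CellTiterGlo, 10 min ambient) reporting growth of fusion-defective ts yeast after 48 hours at 37C on glycerol/ethanol YPEG medium in the presence of compound.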
ELG1 DNA repair: blocks ELG1-dependent DNA repair in HEK293T cells; HEK293T ELG1-luciferase reporter, luminescence, 16 h; DNA damage induced by 5-fluorouridine; Potency, µM (highest dose often 46.1 µM), inactives show at the highest dose activity change, negative = inhibition, actives largely listed as inhibitors; 330,000 tested, 2.3% active; AID 504467; further: potency means the concentration at half of the fitted maximal effect; on the % scale 0 is the no-effect control and ±100 the full control effect; nearly all actives have a fitted effect of over 55% in size
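HEK293T cells expressing luciferase-tagged ELG1 (2,000/well) received 5-Fluorouridine plus compound or DMSO for 16 hr at 37 °C. Luciferase was read by ONE-Glo luminescence after 30 min at room temperature.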
TSG101-PTAP inh: blocks PTAP/TSG101 interaction to inhibit HIV-1 budding; Q99816; Fluorescence polarization, FITC-PTAP peptide / Tsg101 binding; Potency, µM (highest dose often 115 µM), inactives show at the highest dose activity change, negative = inhibition, usual class: inhibitors; 340,000 tested, under 10 active; active means well fitted inhibition curve with a large enough effect in the main read-out, with a control signal flat, not every such curve was filed as active; inconclusive means small, poorly fitted or top-dose-only effect, or effect the other way, or a change in a side signal; inactive means no such curve, though single readings can be large or run the other way; further: potency means the concentration at half of the fitted maximal effect; % of control where 0% means no effect
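Fluorescence anisotropy tracks displacement of a FITC-tagged PTAP peptide (50 nM) from the Tsg101 binding domain (10 uM), following a 20 min room-temperature incubation at pH 7.5.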
Eya2 phos inh: blocks the phosphatase activity of human Eya2; AID 488837; Potency, µM (doses to about 76.9 µM), for inactives: at the top dose activity, negative = inhibition, hits mostly inhibitors; 330,000 tested, 0.006% active; recombinant Eya2, OMFP fluorescence dephosphorylation (OMFP is methylfluorescein phosphate); O00167; further: potency means the concentration at half of the fitted maximal effect; on the % scale 0 is the no-effect control and ±100 the full control effect
Target sequence (O00167 whole entry, looked up): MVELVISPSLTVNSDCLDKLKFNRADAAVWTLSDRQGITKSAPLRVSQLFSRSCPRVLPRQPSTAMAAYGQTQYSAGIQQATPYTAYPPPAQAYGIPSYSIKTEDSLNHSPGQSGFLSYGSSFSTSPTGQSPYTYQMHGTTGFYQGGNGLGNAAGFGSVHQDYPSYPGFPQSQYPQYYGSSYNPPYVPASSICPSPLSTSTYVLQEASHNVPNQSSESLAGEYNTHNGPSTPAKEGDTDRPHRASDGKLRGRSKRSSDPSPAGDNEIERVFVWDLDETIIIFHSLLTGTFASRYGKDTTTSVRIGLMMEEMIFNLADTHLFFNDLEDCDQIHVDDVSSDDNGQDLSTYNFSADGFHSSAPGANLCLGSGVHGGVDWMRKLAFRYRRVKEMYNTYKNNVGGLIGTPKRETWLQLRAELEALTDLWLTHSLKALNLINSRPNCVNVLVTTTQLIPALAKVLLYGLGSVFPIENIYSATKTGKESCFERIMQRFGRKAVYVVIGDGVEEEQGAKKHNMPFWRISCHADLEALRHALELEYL
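Eya2 (0.2 uM) preincubated 10 min at ambient with compound, then OMFP substrate added at 50 uM; 10 min reaction in 50 mM HEPES pH 7.5, 50 mM NaCl, 5 uM MgCl2, 0.05% BSA, 1 mM DTT. Fluorescence read at Ex 485/Em 525 nm.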
ASM inhibitor: blocks human secretory acid sphingomyelinase | placental ASM, HMU-PC fluorogenic substrate, 60 min | 340,000 tested, 0.006% active | Potency, µM (titrated, usually from 57.5 µM), for the others: top-dose activity change, negative = inhibition, actives largely listed as inhibitors | P17405; further: potency means the concentration at half of the fitted maximal effect
Target sequence (P17405 47-631 limits assumed): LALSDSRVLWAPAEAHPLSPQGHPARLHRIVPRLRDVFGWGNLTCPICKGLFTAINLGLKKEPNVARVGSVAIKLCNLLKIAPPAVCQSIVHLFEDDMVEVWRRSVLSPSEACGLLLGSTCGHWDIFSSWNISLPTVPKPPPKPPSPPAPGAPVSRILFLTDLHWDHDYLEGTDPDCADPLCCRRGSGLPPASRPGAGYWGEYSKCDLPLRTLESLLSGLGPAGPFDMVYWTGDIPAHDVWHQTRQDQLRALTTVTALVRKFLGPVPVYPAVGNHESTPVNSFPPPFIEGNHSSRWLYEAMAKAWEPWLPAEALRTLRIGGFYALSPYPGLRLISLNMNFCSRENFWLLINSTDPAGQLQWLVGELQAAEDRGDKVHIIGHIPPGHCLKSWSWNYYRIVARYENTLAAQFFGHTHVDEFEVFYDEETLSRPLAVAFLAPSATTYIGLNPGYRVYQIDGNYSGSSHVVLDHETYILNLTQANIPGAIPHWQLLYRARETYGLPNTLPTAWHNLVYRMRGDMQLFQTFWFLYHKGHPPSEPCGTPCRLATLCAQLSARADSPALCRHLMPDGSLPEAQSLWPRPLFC
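Human placenta-derived ASM enzyme was preincubated with compound for 10 minutes at room temperature, then given fluorogenic substrate HMU-PC0 (9 uM final) for 60 minutes at 37 °C; a pH 10 stop preceded fluorescence reading at Ex 386/Em 447 nm.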
AT treatment: candidate therapy for ataxia-telangiectasia. AID 485349. 320,000 tested, 0.19% active. […] A-T fibroblasts, KAP-1 phosphorylation AlphaLISA; neocarzinostatin DNA damage 30 min before lysis. Potency, µM (doses to about 57.5 µM), for inactives: at the top dose activation, usual class: activators; further: potency means the concentration at half of the fitted maximal effect; % of control where 0% means no effect; nearly all actives have a fitted effect of over 45% in size
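hTERT-immortalized A-T patient fibroblasts ([…]), 500 cells/well in OPTI-MEM, 1% FBS, got compounds for 60 min, then NCS for 30 min at 37C. Lysates were then assayed for phospho-KAP-1 by AlphaLISA (anti-pKAP1 donor, anti-KAP1 acceptor beads), 6 hr at 25C.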
Chronic BCR inh: chronic active BCR signaling inhibition; Potency, µM (highest dose often 46.1 µM), for the others: at the top dose ratio change, negative = lower green/red ratio, hits mostly inhibitors; AID 493014; 340,000 tested, 0.05% active; ABC-DLBCL IkBa-CBG/CBR reporter, luminescence ratio, 4 h; active means well fitted inhibition curve with a large enough effect in the signal ratio, with a control signal flat, not every such curve was filed as active; inconclusive means small, poorly fitted or top-dose-only effect, or effect the other way, or a change in a side signal; the % refers to the signal ratio;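 further: potency means the concentration at half of the fitted maximal effect; plate controls were basal doxycycline-induced cells for no effect and cells given 10 µM MG132 for full effect; MG132 reads +100%, hits lower the ratio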
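Compounds up to 46 uM were incubated four hours with TMD8 cells whose green CBG68 luciferase is fused to IkappaBalpha; red CBR luminescence normalised the signal, and concentration-effect curves were fitted to fusion, red and ratio data.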
TSHR antagonist: blocks TSH signaling through the human TSH receptor. P16473. TSHR-expressing cells, TSH-stimulated cAMP HTRF, 2 h; stronger effect = lower value. activity change, negative = inhibition, % at 11.5 µM. 330,000 tested, 0.2% active. AID 504810;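 active means activity change below a set negative limit, meaning inhibition stronger than a set level, cut at about -70% in these data; inconclusive means activity change between two set negative limits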; further: on the % scale 0 is the no-effect control and ±100 the full control effect
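Cell-based HTRF cAMP assay; TSHR cells + compound, TSH EC80 (4nM final), 2 h, 37 deg C. Lysis with anti-cAMP cryptate and cAMP-d2, 30 min RT, read 665/620 nm.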
a7 integrin act: integrin-mediated muscular dystrophy alleviation activation. 350,000 tested, 0.064% active. alpha7betagal myoblasts, beta-gal FDG fluorescence, 48 h. Potency, µM (titrated, usually from 38.3 µM), for the others: at the top dose activation, hits mostly activators;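 further: potency means the concentration at half of the fitted maximal effect; 100% = response of the positive control SU9516; nearly all actives have a fitted effect of over 60% in size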
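Alpha7betagal+/- myoblasts (passage 13) were plated 16-24 hr, then exposed to compounds (1:260 dilution of DMSO stock) for 48 hours at 37C. After MPER lysis, β-galactosidase reporter activity was read as FDG fluorescence (ex 480/em 540) after 30 minutes.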
TCR act: activators of T cell receptors; Potency, µM (doses to about 9.22 µM), inactives show at the highest dose activation of IL-2 secretion, usual class: activators; AID 504894; 330,000 tested, under 10 active; primary human leukocytes, anti-CD3, IL-2 HTRF, 48 h; further: % of control where 0% means no effect
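IL-2 release read by HTRF sandwich (Eu cryptate donor, d2 acceptor, 665 nm emission) after 48 hr exposure of primary human leukocytes to compound together with anti-CD3 beads in the absence of co-stimulatory signals.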
Tb PFK inh: T. brucei PFK enzyme inhibition; O15648; T. brucei PFK, ADP-Glo luminescence; Potency, µM (highest dose often 57.5 µM), without a hit: top-dose activity, negative = inhibition, most hits filed as inhibitors; 330,000 tested, 0.17% active; AID 485367;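 further: potency means the concentration at half of the fitted maximal effect; 0% = uninhibited 1x PFK enzyme wells and -100% = no-enzyme wells; nearly all actives have a fitted effect of over 60% in size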
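PFK 1.25 nM, F6P 0.5 mM, ATP 0.1 mM, 0.1 M TEA pH 8.0, 5 mM MgCl2, 0.01% Tween20, 0.1% BSA; 45 min RT. ADP-Glo readout. qHTS titration up to 57 uM; curves fitted, compounds curve-classed.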
Active calls of the source: *; ? = inconclusive; / = not tested or not shown; [ ] = remark or other dose. Unless noted, the call rests on the fitted dose curve; in most records, active means well fitted curve in the direction sought with a large enough effect; inconclusive means small, poorly fitted or top-dose-only effect, or another doubt; inactive means no such curve, though single readings can be large; an effect the other way counts as inactive or inconclusive.

molecule	Mito fusion yeast	ELG1 DNA repair	TSG101-PTAP inh	Eya2 phos inh	ASM inhibitor	AT treatment	Chronic BCR inh	TSHR antagonist	a7 integrin act	TCR act	Tb PFK inh
Cc1nnc(SCC(=O)Nc2ccccc2C(=O)NC2CC2)s1	-1.3%	21.5%	-0.2%	11.0%	1.5%	0.4%	3.7%	-4.4	33.1%	1.8%[46.1 µM]	-3.4%
CCN(CC)c1ccc(/C=N/NC(=O)CCC(=O)NCc2ccccc2)c(O)c1	-1.1%	-0.2%	1.3%	-1.9%	71.3%[activator]	-2.0%	?	5.3	8.7%	-7.3%[46.1 µM]	-0.2%
COc1ccc2c(C(=O)CN3CCSCC3)c[nH]c2c1	2.3%	?	0.8%	-1.6%	3.1%	2.2%	8.4%	10.2	0.0%	0.3%	5.3%
Cc1cc2oc(C(=O)N(Cc3cccs3)C3CCS(=O)(=O)C3)cc(=O)c2cc1Cl (centres undefined)	4.7%	?	-6.7%	18.7%	-4.4%	-22.8%	9.2%	-5.9	3.7%	0.9%	-1.0%
CCOc1ccccc1NC(=O)c1ccc([N+](=O)[O-])cc1	1.6%	6.3%	/	0.4%	/	-5.4%[11.5 µM]	5.1%	8.8	/	/	-6.0%
O=C(OCC#CCSc1nnc(-c2ccc(Br)cc2)o1)c1cccs1	?	?	1.3%	1.9%	-1.2%	8.9%	?	5.3	-6.9%	2.5%	1.1%
O=C(CSc1nc(=O)n2cc(Cl)ccc2n1)NCCc1ccccc1	-6.2%	2.0%	1.3%	29.7%	0.8%	2.0%	16.4%	2.5	-9.6%	6.7%	-1.0%
Cc1c(C(=O)N(CCO)Cc2ccccc2)oc2c(F)cccc12	-1.0%	?	-5.1%	5.3%	-3.3%	5.2%	2.0%	51.2	0.0%	2.6%	0.5%
Cc1cc(C)nc(NC(=O)CSc2nc3cc(Cl)ccc3s2)n1	2.1%	?	3.2%	1.3%	4.7%	-0.8%	?	-13.6	13.6%	8.5%	-5.5%
O=C(NCc1ccco1)c1nc2c(nnn2Cc2ccccc2Cl)c(=O)[nH]1	0.2%	20.6µM*	-14.1%	-5.0%	1.2%	0.0%	?	4.7	-2.5%	-1.2%[46.1 µM]	-0.9%
O=C(CCN=C1NS(=O)(=O)c2ccccc21)OCc1cccc(Cl)c1	-2.2%	1.9%	0.3%	3.1%	-0.4%	10.6%	2.4%	-7.5	9.0%	-4.9%	-16.5%
Cc1ccc(OCCN2CCOCC2)cc1C	-0.7%	?	0.5%	-11.6%	4.5%	0.4%	3.6%	-11.0	-1.2%	/	-1.6%
CCOC(=O)c1ccc2nc(NC(C)=O)sc2c1	-0.8%	?	-2.3%	14.9%	-3.0%	3.0%	-16.6%	2.6	-28.8%	-1.6%	-4.9%
Cc1cc(C2(c3ccc(O)c(C)c3)OC(=O)c3ccccc32)ccc1O	-0.8%	0.4%	2.6%	10.3%	-1.6%	-2.4%	?	2.0	-3.2%	1.7%	-3.6%
COc1ccc(CCn2c(=O)c3cccnc3n(Cc3cccc([N+](=O)[O-])c3)c2=O)cc1OC	7.4%	7.6%	0.4%	8.7%	-0.8%	1.1%	1.9%	-1.0	-44.9%	-4.9%	7.9%
N#Cc1cccc(C(=O)Nc2ccccc2C(=O)NC2CC2)c1	3.6%	7.2%	0.8%	-6.7%	-5.0%	3.2%	1.3%	14.1	10.2%	-0.4%	-1.1%
COc1cc(C=O)ccc1OCCSc1ccc(C)cc1	3.5%	?	0.0%	-19.3%	-7.3%	3.2%	?	-5.7	21.4%	/	6.1%
COc1ccccc1N(C)S(=O)(=O)c1ccc(C(=O)OCC(=O)N2CCC2)cc1	9.1%	-13.8%	-0.2%	-14.0%	3.5%	3.1%	-0.8%	24.9	-14.0%	-5.0%	7.6%
Cc1ccc2[nH]c(=O)c(CN(CC3CCCO3)C(=S)Nc3ccccc3)cc2c1 (centres undefined)	21.7%	?	-6.7%	0.7%	-12.5%	9.9%	13.8%	-7.5	-36.2%	-6.1%[46.1 µM]	-0.4%
CCN(CC)c1ccc(C(=O)N2CCN(Cc3ccccc3)CC2)cc1	0.5%	-9.1%	-6.4%	0.4%	3.5%	6.9%	-5.9%	10.5	?	-1.1%[46.1 µM]	4.5%
O=S(=O)(N/N=C\c1ccc(-c2ccccc2Cl)o1)c1ccccc1	11.7%	0.4%	-0.5%	3.3%	-13.7%	/	0.3%	-0.6	0.0%	-0.3%[46.1 µM]	26.1%
COc1ccc(C(=O)NCc2nnc(SCC(=O)Nc3cccc(F)c3)o2)cc1	3.0%	2.4%	-2.4%	-0.4%	-0.2%	10.4%	-15.6%	35.3	-2.4%	-4.8%	-4.1%
CC(C)CC(NC(=O)C(CC(C)C)NC(=O)OC(C)(C)C)C(=O)O (centres undefined)	5.2%	?	-2.7%	0.4%	2.8%	1.6%	8.8%	18.3	-17.5%	4.2%	-0.3%
C=CCn1c(SCC(=O)N2CCc3ccccc3C2)nc2sc(C)cc2c1=O	5.8%	?	-9.9%	-24.7%	-5.5%	5.7%	4.6%	-4.5	-25.0%	-1.7%	0.4%
Cc1ccc(N2CC(C(=O)NNC(=O)c3ccc(F)cc3)CC2=O)cc1 (centres undefined)	-4.9%	9.7%	-2.0%	22.0%	-1.0%	4.5%	3.9%	13.9	30.8%	6.1%	6.6%
CC1CCCCN1C(=O)c1ccc(Br)o1 (centres undefined)	-1.2%	14.9%	-1.1%	-1.7%	0.8%	-13.7%	-0.7%	-4.8	34.8%	-3.2%	-0.3%
O=C1C=C(c2cc3ccccc3s2)C[C@@H](c2ccc(Cl)cc2)C1	/	?	1.4%	-12.8%	-7.6%	-2.2%	4.3%	-17.2	-3.4%	8.4%	-2.1%
O=C(CCSc1nc(-c2ccco2)cc(C(F)(F)F)n1)NCc1cccs1	14.7%	?	0.3%	-1.8%	-4.3%	/	?	17.5	-18.9%	7.6%[46.1 µM]	14.8%
COCCCN1C(=O)C(=O)/C(=C(/O)c2ccc(OC)cc2)C1c1ccc(O)c(OC)c1 (centres undefined)	2.1%	?	-4.8%	8.9%	2.4%	4.9%	-1.7%	-4.5	19.5%	-4.9%	-16.5%
CCCC1Cc2nc(N3CCCCC3)c(C#N)cc2CO1 (centres undefined)	17.6%	-5.0%	-4.3%	-4.2%	161.6%[activator]	/	4.4%	5.7	-3.0%[7.66 µM]	3.0%	1.7%
CCSc1nc(O)c(CC)c(=O)n1C(C)CC (centres undefined)	18.1%	1.5%	/	-14.8%	-1.8%	5.7%	-0.5%	-1.4	-17.2%	/	-7.5%
COC(=O)C(=Nc1ccccc1)/C(C(=O)C(=O)N(C)c1ccccc1)=C(\O)c1ccc(Cl)cc1	-4.3%	-4.1%	-3.7%	3.8%	-0.9%	-2.4%	?	-9.8	1.8%	4.1%	2.2%
COc1cc(/C=C/C(=O)OCC(=O)c2ccc3c(c2)NC(=O)CO3)ccc1OC(F)F	5.3%	4.5%	-9.4%	-4.8%	1.7%	4.1%	0.4%	-1.3	-1.9%	6.0%	-2.3%

As a working copy, some entries already given:
molecule	Mito fusion yeast	ELG1 DNA repair	TSG101-PTAP inh	Eya2 phos inh	ASM inhibitor	AT treatment	Chronic BCR inh	TSHR antagonist	a7 integrin act	TCR act	Tb PFK inh
COC(=O)C(=Nc1ccccc1)/C(C(=O)C(=O)N(C)c1ccccc1)=C(\O)c1ccc(Cl)cc1	-4.3%	-4.1%	-3.7%	3.8%	-0.9%	-2.4%	?	-9.8	1.8%	4.1%	2.2%
COc1cc(/C=C/C(=O)OCC(=O)c2ccc3c(c2)NC(=O)CO3)ccc1OC(F)F	5.3%	4.5%	-9.4%	-4.8%	1.7%	4.1%	0.4%	-1.3	-1.9%	6.0%	-2.3%
